Screening results from PubChem.
JMJD2E inh = blocks human JMJD2E demethylase activity | hit rate 1.6% among 230,000 | Potency, µM (series often up to 57.1 µM), without a hit: top-dose activity change, negative = inhibition, actives largely listed as inhibitors | JMJD2E catalytic domain, FDH-coupled NADH fluorescence (FDH is formaldehyde dehydrogenase) | AID 2147 | B2RXH2; active means well fitted inhibition curve with a large enough effect, not every such curve was filed as active; inconclusive means small, poorly fitted or top-dose-only effect, or another doubt; inactive means no such curve, though single readings can be large or run the other way;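 further: 0% = wells with enzyme and -100% = buffer wells without enzyme; nearly all actives have a fitted effect of over 50% in size; many of its hits are not listed in these tables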
Target sequence (B2RXH2 1-337 limits assumed): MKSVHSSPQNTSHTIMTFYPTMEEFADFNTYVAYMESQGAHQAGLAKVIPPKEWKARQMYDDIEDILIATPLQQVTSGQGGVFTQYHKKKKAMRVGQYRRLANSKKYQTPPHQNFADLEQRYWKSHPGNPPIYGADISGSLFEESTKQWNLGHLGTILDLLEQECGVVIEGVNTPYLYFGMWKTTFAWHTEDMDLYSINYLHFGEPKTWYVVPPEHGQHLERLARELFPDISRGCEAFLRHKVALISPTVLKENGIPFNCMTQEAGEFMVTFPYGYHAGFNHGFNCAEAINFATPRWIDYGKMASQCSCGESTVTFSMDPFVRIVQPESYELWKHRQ
Tau fluor cs = counter-screen for tau fibril formation inhibitors; tau K18 P301L Alexa594 fluorescence, heparin fibrillization; Potency, µM (titrated, usually from 57.7 µM), without a hit: at the top dose activity change, negative = decrease; hit rate 0.93% among 280,000; further: on the % scale 0 is the no-effect control and ±100 the full control effect; nearly all actives have a fitted effect of over 55% in size
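Human K18 P301L tau (15 uM unlabeled plus 0.24 uM Alexa 594-labeled, final) in 100 mM sodium acetate pH 7 was mixed with compound and 20 uM heparin and incubated 6 hr at 37 C.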
HTT aggregate = mutant huntingtin aggregation inhibition. PC12 HttQ103-GFP aggregates, Acumen cytometry, 40 h. Potency, µM (doses to about 46.1 µM), inactives show at the top dose activity change, negative = inhibition, most hits filed as inhibitors. hit rate 1.1% among 220,000; further: on the % scale 0 is the no-effect control and ±100 the full control effect; nearly all actives have a fitted effect of over 60% in size
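Huntingtin Q103 exon 1–GFP aggregates in induced PC12 cells (100 nM tebufenozide) were quantified by cytometry from lysates, with compounds dosed in titration.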
ALDH1A1 inh = inhibitors of human aldehyde dehydrogenase 1A1. hit rate 7.3% among 220,000. P00352. Purified ALDH1A1, NADH fluorescence, propionaldehyde substrate. Potency, µM (highest dose often 75.3 µM), inactives show top-dose activity, negative = inhibition, actives largely listed as inhibitors; active means well fitted inhibition curve with a large enough effect, not every such curve was filed as active; inconclusive means small, poorly fitted or top-dose-only effect, or another doubt; inactive means no such curve, though single readings can be large or run the other way;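 further: plate controls were no enzyme wells and a reference inhibitor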
Target sequence (P00352 whole entry, looked up): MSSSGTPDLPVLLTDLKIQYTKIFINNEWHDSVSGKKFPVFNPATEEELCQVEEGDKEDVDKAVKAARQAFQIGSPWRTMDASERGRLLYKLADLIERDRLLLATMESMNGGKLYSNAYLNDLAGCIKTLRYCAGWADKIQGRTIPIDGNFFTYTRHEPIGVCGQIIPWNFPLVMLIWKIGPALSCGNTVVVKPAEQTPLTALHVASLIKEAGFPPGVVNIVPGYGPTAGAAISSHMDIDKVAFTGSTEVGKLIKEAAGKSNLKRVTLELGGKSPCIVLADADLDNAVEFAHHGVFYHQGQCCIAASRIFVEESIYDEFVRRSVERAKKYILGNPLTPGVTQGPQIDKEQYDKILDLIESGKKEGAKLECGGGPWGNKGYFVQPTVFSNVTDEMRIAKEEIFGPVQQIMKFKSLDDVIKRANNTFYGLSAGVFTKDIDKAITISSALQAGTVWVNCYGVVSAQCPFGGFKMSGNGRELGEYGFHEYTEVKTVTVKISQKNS
SMN2 splice up = enhancers of SMN2 splice variant expression; HEK293 SMN2-luciferase splicing reporter, luminescence, 30-36 h; Potency, µM (doses to about 46.1 µM), for inactives: at the highest dose activity change, positive = activation, hits mostly activators; hit rate 2.8% among 210,000; further: % of control where 0% means no effect; nearly all actives have a fitted effect of over 55% in size
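HEK293 cells carry an SMN2 minigene-luciferase reporter in which exon 7 inclusion puts luciferase in frame. Cells were seeded at 2000 cells/well, attached for 10-12 hours, then exposed to compounds for 30-36 hours at 37C before ONE-Glo luminescence.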
HTT ATP protect = protects HTT-Q103 PC12 cells, measured by ATP | Potency, µM (top dose mostly 56.4 µM), inactives show cytoprotection (ATP increase), actives largely listed as activators | hit rate 0.14% among 230,000 | PC12 HTT-Q103 induced, cytoprotection, ATP luminescence, 40 h;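 further: % of control where 0% means no effect; nearly all actives have a fitted effect of over 45% in size; toxic huntingtin expression switched on by the ecdysone agonist tebufenozide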
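Compounds were screened for protection of PC12 cells against cell death after tebufenozide induction (100 nM final) of mutant Huntingtin exon 1 (Q103) fused to GFP.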
Tau fibril FP = tau fibrillization inhibition (FP); P10636; K18 P301L tau heparin fibrillization, Alexa594 FP, 6 h; Potency, µM (doses to about 57.7 µM), for the others: at the highest dose activity, negative = inhibition, most hits filed as inhibitors; hit rate 0.39% among 280,000; further: on the % scale 0 is the no-effect control and ±100 the full control effect; nearly all actives have a fitted effect of over 55% in size
Target sequence (P10636 561-689 P618L limits assumed): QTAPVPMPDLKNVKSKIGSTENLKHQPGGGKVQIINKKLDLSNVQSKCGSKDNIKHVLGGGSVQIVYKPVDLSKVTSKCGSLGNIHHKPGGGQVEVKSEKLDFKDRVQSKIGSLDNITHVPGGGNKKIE
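FP of Alexa 594-tau after heparin (20 uM) induction. Substrate: human K18 P301L, 15 uM unlabeled, 0.24 uM labeled. Buffer 100 mM sodium acetate pH 7. 6 hr, 37 C.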
Tau fibril ThT = inhibitors of human tau fibril formation, thioflavin T binding. hit rate 2.1% among 270,000. Potency, µM (series often up to 57.4 µM), without a hit: top-dose activity, negative = inhibition, usual class: inhibitors. recombinant tau K18 P301L (four-repeat tau fragment), heparin-induced fibrillization, ThT fluorescence. P10636. AID 1460; further: on the % scale 0 is the no-effect control and ±100 the full control effect; nearly all actives have a fitted effect of over 55% in size
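Heparin-induced fibrillization of the P301L-mutant K18 repeat-domain fragment of human tau was followed by ThT binding in quantitative high-throughput format.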
* = called active by the depositor; ? = inconclusive; nt = no result given; & = joins results of further samples; [ ] = remark or other dose. Unless noted, the call rests on the fitted dose curve; in most records, active means well fitted curve in the direction sought with a large enough effect; inconclusive means small, poorly fitted or top-dose-only effect, or another doubt; inactive means no such curve, though single readings can be large; an effect the other way counts as inactive or inconclusive. Potency means the concentration at half of the fitted maximal effect. Not all compounds are listed; rates above refer to the full screens.

SMILES	JMJD2E inh	Tau fluor cs	HTT aggregate	ALDH1A1 inh	SMN2 splice up	HTT ATP protect	Tau fibril FP	Tau fibril ThT
CNC(=S)NNC(=O)CSCc1c(Cl)cccc1Cl	0%	-14%	-23%[9.22 µM]	-4%	nt	-24%[10 µM]	5%	-13%
CCOC(=O)c1c(C)nc2c(c1-c1ccc(Cl)cc1)C(=O)CC(C)(C)C2	3%	-11%	27%	-6%	nt	29%[10 µM]	3%	-11%
COc1cccc(-c2csc(N3CCN(C(=S)Nc4ccc(Cl)cc4)CC3)n2)c1	-6%	?	?	0.089µM*	8%	-78%[inhibitor]	-4%	-10%
COc1cc(OC)c(OC)cc1/C=N/NC(=O)CCc1c(C)n[nH]c1C	?	-6%	-23%[9.22 µM]	nt	nt	-2%[10 µM]	-3%	-4%
Cc1cccc(OCCCn2c(CCNC(=O)C3CCCCC3)nc3ccccc32)c1	nt	-13%	nt	nt	-31%[inhibitor]	nt	-8%	?
CS(=O)(=O)CCC(C(=O)OCc1ccc(Cl)cc1)N1C(=O)c2ccccc2C1=O (stereo unspecified)	7%	-17%	7%	-11%	1%[1.84 µM]	41%[10 µM]	-6%	-8%
CCCCOc1ccc(-c2c(C(=O)Nc3ccccc3)c(C)[nH]c(=S)c2C#N)cc1	4%	-11%	2%	3.5µM*	-3%	20%	0%	-15%
Nc1cc(C(=O)c2ccccc2)ccc1N1CCOCC1	1%	1%	-8%	-5%	?	2%[10 µM]	6%	-1%
Cn1/c(=N/N=C/c2ccccn2)sc2ccccc21	-2%	-14%	13%	-1%	16µM*	-79%[inhibitor]	-2%	?
O=C(Nc1nccs1)C(c1ccccc1)N1CCCC1 (stereo unspecified)	1%	-4%	-5%	2%	3%	1.4µM*	-6%	-3%
O=C(NC1CCCCCCC1)C1CCC(CNc2c(N3CCCC3)c(=O)c2=O)CC1 (stereo unspecified)	-2%	3%	1%	?	-14%	-9%[10 µM]	9%	2%
COc1ccccc1CNC(=O)c1ccccc1NS(C)(=O)=O	?	-3%	-5%	?	-7%	30%	-3%	-8%
O=C(O)CCCCn1c(SCC(=O)Nc2ccccc2C(F)(F)F)nc2ccsc2c1=O	0%	8%&-8%	20%	-11%	8%	nt	-1%&-6%	10%&-8%
C=CCn1c(O)c(N=NC(=O)CNC(=O)c2ccco2)c2ccccc21	-7%	0%	7%	?	15%	-10%[10 µM]	-6%	-15%
O=C1NCCNC1(c1c[nH]c2ccccc12)C(F)(F)F (stereo unspecified)	-9%	-19%	10%	1%	0%	-10%	-4%	-23%
CSc1ncccc1C(=O)Nc1ccc2nc(C)sc2c1	-1%	-6%	22%[9.22 µM]	nt	nt	17%[10 µM]	-6%	-10%
C(=Nc1ccc(N2CCOCC2)cc1)c1c[nH]c2ccccc12	?	?	-14%[9.22 µM]	nt	nt	-21%[10 µM]	-10%	25µM*
O=C(NCCCN1CCCCC1)C1CCC(=O)N1CCc1ccccc1 (stereo unspecified)	12%	-3%	-7%	11%	-4%	-1%	-13%	-6%
CCOc1ccc(C(=O)N(CN2CCCC2=O)c2ccccc2)cc1	-4%	-2%	-4%	-20%	-23%	-12%	5%	6%
O=C(/C(=C/c1ccccc1Cl)c1ccccc1)N1CCOCC1	11%	0%	5%	-1%	1%	21%[0.074 µM]	-7%	7%
CN(C)S(=O)(=O)c1cccc(NC(=O)CSc2nnnn2-c2ccccc2)c1	-1%	-33%	-1%[9.22 µM]	nt	nt	-1%[10 µM]	?	-13%
CCN(Cc1nc(-c2cccc(C)c2)no1)S(=O)(=O)c1ccc(C)cc1	nt	-25%	nt	nt	-8%	nt	-5%	-7%
O=C(CCC(=O)OCC(=O)c1cccc([N+](=O)[O-])c1)Nc1cccc(Cl)c1Cl	-4%	-9%	20%	?	-6%	1%	-17%	-6%
COc1ccccc1CNC(=O)c1ccc(-c2ccccc2Cl)o1	3%	?	?	14µM*	6%	nt	-7%	?

An excerpt from above in order of SMILES length, smallest number first.
SMILES	JMJD2E inh	Tau fluor cs	HTT aggregate	ALDH1A1 inh	SMN2 splice up	HTT ATP protect	Tau fibril FP	Tau fibril ThT
COc1ccccc1CNC(=O)c1ccc(-c2ccccc2Cl)o1	3%	?	?	14µM*	6%	nt	-7%	?
O=C(/C(=C/c1ccccc1Cl)c1ccccc1)N1CCOCC1	11%	0%	5%	-1%	1%	21%[0.074 µM]	-7%	7%
C(=Nc1ccc(N2CCOCC2)cc1)c1c[nH]c2ccccc12	?	?	-14%[9.22 µM]	nt	nt	-21%[10 µM]	-10%	25µM*
C=CCn1c(O)c(N=NC(=O)CNC(=O)c2ccco2)c2ccccc21	-7%	0%	7%	?	15%	-10%[10 µM]	-6%	-15%
O=C(O)CCCCn1c(SCC(=O)Nc2ccccc2C(F)(F)F)nc2ccsc2c1=O	0%	8%&-8%	20%	-11%	8%	nt	-1%&-6%	10%&-8%

Continued:
SMILES	JMJD2E inh	Tau fluor cs	HTT aggregate	ALDH1A1 inh	SMN2 splice up	HTT ATP protect	Tau fibril FP	Tau fibril ThT
CCOc1ccccc1N(CC(=O)Nc1ccc(S(=O)(=O)N2CCOCC2)cc1)S(=O)(=O)c1ccc(Cl)cc1	5%	-21%	6%	2%	-9%	nt	-13%	8%
Cn1c(SCC(=O)N(Cc2ccccc2)C(C)(C)C)nc2ccccc21	2%	-21%	5%	-14%	-4%	-5%	5%	?
O=C(Cc1cccc2ccccc12)N/N=C/c1ccc(O)c([N+](=O)[O-])c1	-13%	-19%	-3%[9.22 µM]	-9%	nt	13%[10 µM]	7%	?
COc1cc(-c2nc(Cn3nnc(C(=O)Nc4ccccc4C)c3C)c(C)o2)cc(OC)c1OC	nt	-12%	nt	nt	10%	nt	-10%	-10%
COc1ccc(CCNC(=O)COC(=O)c2ccc(N3CCCC3=O)cc2)cc1OC	2%	4%	18%	4%	0%	3%	4%	3%
COc1ccc(NC(=O)N2CCCC2)cc1OC	1%	5%	30%	3%	0%	12%	-3%	9%
CCOC(=O)c1c(C)nc2ncccn12	?	1%	-7%	?	-11%	6%	-8%	-2%
O=C/C(=C\Nc1ccc(Cl)cn1)c1nc2ccccc2o1	-28%	-9%	21%	-14%	19%	2%[10 µM]	-5%	-15%
COC(=O)/C(=C\c1ccc(O)cc1)c1nc2ccccc2[nH]1	?	-11%	9%	12µM*	-9%	18%	7%	?
COc1ccc(C(=O)Nc2cc([N+](=O)[O-])ccc2N2CCCC2)cc1	-15%	-15%	7%	-8%	-5%	nt	2%	?
CC1CCN(c2nc3ccc(C(=O)NCc4ccc(Cl)cc4)cc3s2)CC1	nt	-19%	nt	nt	-57%[inhibitor]	nt	-12%	-1%
COC(=O)c1nc(NC(=O)c2ccccc2Cl)n[nH]1	-2%	3%	9%	7%	?	7%	?	?
CS(=O)(=O)Nc1ccc(C(=O)N2CCN(c3ccccc3)CC2)cc1	2%	-6%	15%	3%	-7%	-34%	-17%	-2%
CC1(C)CC(=O)C2=C(C1)OC(N)=C(C#N)[C@@]21C(=O)N(CC(N)=O)c2ccccc21	1%	6%	2%	18%	nt	-3%	2%	2%
Cc1cc(C(=O)O)ccc1-c1ccc(CO)o1	?	0%	-5%[9.22 µM]	?	1%	-24%	0%	-7%
C=CCn1c(SCC(=O)Nc2nc3ccccc3s2)nc(O)c(CC)c1=O	0%	-11%	-25%[9.22 µM]	nt	nt	-12%[10 µM]	0%	nt
CC1CCCC(NC(=O)COC(=O)[C@@H](NC(=O)c2ccco2)C(C)C)C1C (stereo partly specified)	-7%	-5%	0%	?	-3%	-49%[inhibitor]	-4%	-5%
COC(=O)[C@@H]1C[C@H]1[C@@H](NS(=O)(=O)c1ccccc1)c1ccccc1	-6%&-2%	-10%&-9%	13%	-2%&-2%	16%&3%	-47%[inhibitor]	2%&-2%	-8%&0%
Cc1ccc(-n2cc[nH]c2=S)cc1C	1%	-4%	4%	?	-11%	5%[10 µM]	1%	0%
O=C(Nc1cc2c(ccc3ccccc32)oc1=O)C1CCCCC1	?	1%	9%	?	12%	-6%[10 µM]	-1%	-7%
CC(=O)c1ccc(NC(=O)C(C)N(C)CC(=O)Nc2ccc(N3CCOCC3)cc2)cc1 (stereo unspecified)	-20%	-17%	15%	?	nt	-98%[inhibitor]	9%	-22%
CCc1cccc(NC(=O)c2snc3c(=O)[nH]cnc23)c1	5%	-7%	3%	2%	-15%	0%[10 µM]	9%	-12%
O=C(Nc1nnc(SCc2ccc(F)cc2)s1)c1ccco1	?	-10%	18%	4%	?	-21%	-5%	-10%
COc1ccc(Cc2nnc(N)s2)cc1	-6%	4%	9%	?	-5%	16%	-2%	9%
CNCCOCC(O)CSc1ccccc1 (stereo unspecified)	8%	-8%	-7%	11%	-4%	3%	-2%	-7%
Cc1cc(NC(=O)COc2cccnc2[N+](=O)[O-])no1	7%	-6%	3%[9.22 µM]	4%	-4%	-26%	-5%	-9%
COc1ccc(N(CC(=O)Nc2ccccc2C)S(=O)(=O)c2ccccc2[N+](=O)[O-])c(OC)c1	12%	5%[2.34 µM]	5%[9.22 µM]	7%	nt	18%[10 µM]	-6%	7%
CC1(C)CC(NC(=S)NC2CC2)CC(C)(C)N1	2%	3%	-11%[9.22 µM]	-5%	nt	-3%[10 µM]	3%	0%
COc1ccc(CN(C)C(=S)Nc2ccc(Cl)cc2)cc1	-4%	-26%	-26%	-10%	-24%	-28%	-13%	-10%
Cc1[nH]nc2c1C(c1ccccc1)C1=C(CC(C)(C)CC1=O)N2 (stereo unspecified)	?	?	nt	-2%	nt	-80%[inhibitor]	-3%	-17%
COc1cc(COCC(O)CN2CCN(CCN3C(=O)c4cccc5cccc(c45)C3=O)CC2)cc(OC)c1OC (stereo unspecified)	?	-14%	nt	?	-26%	nt	4%	?
O=C(NNC(=O)c1cc(-c2ccco2)nc2ccccc12)c1ccccc1	?	-8%	-2%[9.22 µM]	?	nt	8%[10 µM]	10%	-16%
CC1=C(C)CC(C(=O)NNC(=O)c2csc(C)c2C)C(C(=O)O)C1 (stereo unspecified)	-1%	11%	5%	12%	4%	-12%[10 µM]	8%	4%
Cc1nn(C)cc1/C=C1\SC(=S)NC1=O	-2%	1%	-18%	-2%	2%	-19%	-3%	-3%
COc1ccc(OCCC(=O)OCC(=O)NCCc2ccccc2)cc1	3%	-4%	5%	?	5%	-22%	-2%	-6%
